M1 antag: human CHRM1 antagonism; hit rate 1.3% among 360,000; P11229; inhibition, % at 3 µM; CHO-K1 hM1, Fluo-8 calcium fluorescence, ACh EC80 antagonist;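 active = percent inhibition above its own plate's cutoff, namely the mean of that plate's compound wells plus 3 SD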;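 also: peak over basal fluorescence ratio during 140 s after agonist addition; 0% = ACh EC80 plus DMSO and 100% = DMSO alone without agonist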
CHRM5 antagonist: blocks acetylcholine activation of human M5 receptor. P08912. CHO-hM5 cells, Fluo-8 calcium fluorescence, ACh EC80. inhibition, % at 3 µM. hit rate 0.59% among 360,000;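 active = inhibition above a per-plate cutoff, the mean of that plate's test compounds plus 3 SD, cut at about 27% in these data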;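 also: 0% = acetylcholine EC80 with DMSO and 100% = DMSO without agonist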
Target sequence (P08912 whole entry, looked up): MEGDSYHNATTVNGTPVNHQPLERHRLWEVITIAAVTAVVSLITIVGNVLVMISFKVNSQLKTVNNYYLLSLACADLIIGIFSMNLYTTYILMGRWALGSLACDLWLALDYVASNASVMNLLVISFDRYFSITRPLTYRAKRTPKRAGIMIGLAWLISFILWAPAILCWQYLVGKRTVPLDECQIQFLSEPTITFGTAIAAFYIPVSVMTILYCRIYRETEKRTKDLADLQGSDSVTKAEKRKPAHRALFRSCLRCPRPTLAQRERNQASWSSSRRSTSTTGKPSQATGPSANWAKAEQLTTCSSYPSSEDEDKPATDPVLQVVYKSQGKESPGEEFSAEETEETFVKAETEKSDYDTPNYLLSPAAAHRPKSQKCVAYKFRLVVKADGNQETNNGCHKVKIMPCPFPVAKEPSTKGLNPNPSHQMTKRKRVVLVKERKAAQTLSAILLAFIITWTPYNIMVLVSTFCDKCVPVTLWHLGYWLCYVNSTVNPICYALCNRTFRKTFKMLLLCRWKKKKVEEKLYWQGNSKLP
TAAR1 ag: human TAAR1 agonism; Q96RJ0; CHO RD-HGA16 TAAR1, Fluo-8 calcium fluorescence; vehicle wells 0%, saturating PEA agonist 100%; activation, % at 3 µM; hit rate 0.99% among 360,000; AID 624467;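 active = activation above the mean activation of all test compounds in the run plus 3 SD, cut at about 38% in these data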
Target sequence (Q96RJ0 whole entry, looked up): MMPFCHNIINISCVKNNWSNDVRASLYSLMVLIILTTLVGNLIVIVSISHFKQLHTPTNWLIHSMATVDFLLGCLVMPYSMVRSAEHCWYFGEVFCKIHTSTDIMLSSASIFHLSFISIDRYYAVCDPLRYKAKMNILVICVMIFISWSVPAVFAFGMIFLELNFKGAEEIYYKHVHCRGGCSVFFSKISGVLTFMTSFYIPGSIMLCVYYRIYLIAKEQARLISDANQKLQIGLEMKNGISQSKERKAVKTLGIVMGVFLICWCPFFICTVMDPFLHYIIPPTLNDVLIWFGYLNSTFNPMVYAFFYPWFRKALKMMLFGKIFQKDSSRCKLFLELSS
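test system = CHO RD-HGA16 cells carrying human TAAR1 plus Gα16 | schedule = 17-24 h seeding, 75 min 37 °C dye, 30 min RT | compound dosing = 3 µM single concentration | control set = DMSO and PEA EC100 | replicates = n 1 | signal = Fluo-8 fluorescence, 5 s baseline then 140 s kinetic read | measure = percent activation vs PEA EC100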
CHRM4 antagonist: antagonists of human muscarinic M4 receptor (CHRM4) | CHO-hM4 cells, ACh EC80, Fluo-8 calcium fluorescence | inhibition, % at 3 µM | hit rate 0.73% among 360,000 | AID 624125;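 active = inhibition above its plate's cutoff, the mean inhibition of sample wells plus 3 SD, cut at about 27% in these data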;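 also: 0% = acetylcholine EC80 with DMSO and 100% = DMSO without agonist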
CHRM5 PAM: CHRM5 positive allosteric modulation; P08912; CHO-K1 hM5, Fluo-8 calcium, ACh EC20 PAM; 0% = ACh EC20, 100% = ACh EC100; activation, % at 3 µM; hit rate 0.3% among 360,000;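 active = activation above the run cutoff, the mean activation of all test compounds plus 3 SD, cut at about 18% in these data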
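Replicates: One well per compound, no replicates | System: Human M5 receptor in CHO-K1 cells | Benchmarks: Low control EC20 acetylcholine (0%), high control EC100 acetylcholine (100%) | Probe or stimulus: Acetylcholine, EC20 level | Times: Fluo-8 loading 80 min at 37 °C plus 30 min room temperature | Signal: Intracellular calcium via Fluo-8 fluorescence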
CHRM1 PAM: human CHRM1 positive allosteric modulation; P11229; CHO-K1 hM1, Fluo-8 calcium fluorescence, ACh EC20; 0% = ACh EC20, 100% = maximal ACh; activation, % at 3 µM; hit rate 0.088% among 360,000; AID 588819; in the data active = activation above about 19%, passing the limit was not always enough
M4 ag: agonists of human muscarinic M4 receptor (CHRM4) | hit rate 0.14% among 360,000 | CHO-K1 hM4/Gqi5, Fluo-8 calcium fluorescence; vehicle 0%, full acetylcholine response 100% | AID 624127 | activation, % at 3 µM;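 active = activation above the run mean over all test wells plus 3 SD, cut at about 32% in these data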;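 also: peak over basal fluorescence ratio per well then scaled between controls; 0% = DMSO wells and 100% = acetylcholine at EC100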
CHRM1 agonist: human M1 muscarinic receptor agonism. P11229. activation, % at 3 µM. CHO-K1 hM1, Fluo-8 calcium fluorescence, agonist mode; 0% DMSO, 100% acetylcholine EC100. hit rate 0.33% among 360,000;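 active = activation above the run's mean compound activation plus 3 SD, cut at about 16% in these data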;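 also: peak over basal fluorescence ratio within a 140 s kinetic read after compound addition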
CHRM5 agonist: CHRM5 agonism in calcium assay. P08912. CHO-K1 hM5 cells, Fluo-8 calcium fluorescence; 0% DMSO wells, 100% maximal acetylcholine response. activation, % at 3 µM. hit rate 0.19% among 360,000;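 active = activation above the run's mean over test compounds plus 3 SD, cut at about 23% in these data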;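 also: signal is peak over basal fluorescence ratio across the kinetic read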
* hit, by the source's call; . = not tested or not shown. This is a subset; the hit share may differ from the screen's.

SMILES	M1 antag	CHRM5 antagonist	TAAR1 ag	CHRM4 antagonist	CHRM5 PAM	CHRM1 PAM	M4 ag	CHRM1 agonist	CHRM5 agonist
O=C(CCl)N(C1CCCC1)C1CCS(=O)(=O)C1 (stereo unspecified)	-9	2	3	6	5	12	1	-1	-1
CC1(C(=O)Nc2ccc3ccccc3c2)CCC(=O)N1CCCn1ccnc1 (stereo unspecified)	-3	6	0	-3	0	8	0	-8	0
CN(CCc1ccccn1)S(=O)(=O)c1ccc2c3c(cccc13)C(=O)N2	-6	2	10	0	0	8	.	3	3
Cc1ccc(C(=O)OCC(=O)c2c[nH]c3ccccc23)cc1NC(=O)c1ccco1	8	12	4	1	-10	1	9	1	2
CCc1nn(CCCC(=O)N2CCc3ccccc3C2)c(=O)c2cc3occc3n12	-14	3	15	3	3	2	3	-4	-5
Cc1noc(C)c1NC(=O)Nc1ccc2c(c1)CC(=O)N([C@@H](C)CO)C[C@@H](C)[C@@H](CN(C)C(=O)Nc1cccc3ccccc13)O2	0	4	3	11	-3	3	2	-6	1
CC(C)Oc1ccccc1OCCCCn1cnc2ccccc2c1=O	-4	10	10	-5	1	6	0	-3	-2
CCc1ccccc1NC(=O)C1CCCN(c2nn3c(=O)cc(C)nc3s2)C1 (stereo unspecified)	9	-1	0	7	2	-5	2	-6	-1
COc1cccc(/C=C2\SC(N3CCCC(C)C3)=NC2=O)c1OC (stereo unspecified)	-1	7	3	2	-5	4	9	-9	-6
CCSc1nc2sc3c(c2c(=O)[nH]1)CC(C)(CC)OC3 (stereo unspecified)	0	0	-1	1	-6	0	0	-6	-1
CN(Cc1ccccc1)C(=O)COC(=O)/C=C/c1ccc2c(c1)OCO2	0	6	13	9	7	6	4	-4	0
CCC(C)(C)n1nnnc1C(c1cc2ccc(OC)cc2[nH]c1=O)N1CCc2ccccc2C1 (stereo unspecified)	7	8	75*	6	-2	-3	2	-8	3
COc1ccc(Cc2nnc(Nc3ccccc3OC)[nH]c2=O)cc1	-2	-11	3	-14	1	9	1	-5	-3
COc1cccc(S(=O)(=O)N2CCOCC2)c1	-4	-14	9	0	2	1	5	-4	-1
CCOC(=O)C[C@@H]1OC2CCCCC2N1S(=O)(=O)c1ccc(C)cc1 (stereo partly specified)	.	1	-1	2	-12	.	2	.	-6
O=C(COC(=O)CCCN1C(=O)c2cccc3cccc(c23)C1=O)Nc1cccc(Br)c1	-2	9	1	2	-6	1	0	-5	1
O=c1sc2ccccc2c(N2CCCC2)c1[N+](=O)[O-]	-8	21	1	2	-4	8	-1	3	-1
Cc1ccc(-c2csc(C(O)(c3ccccc3)C(F)(F)F)n2)cc1C (stereo unspecified)	-8	-4	2	0	-4	-4	0	-6	-2
O=c1c2sccc2n(Cc2cccc(F)c2)c(=O)n1-c1ccc(F)cc1	-8	-6	-1	3	6	4	-1	-5	0
CCN(CC)S(=O)(=O)c1ccc(NC(=O)Nc2cccc(C(F)(F)F)c2)cc1	30*	30*	27	9	-15	-11	17	2	9
Cc1occc1-c1nnc(SCC(=O)NC2CCC(C)CC2)o1 (stereo unspecified)	-7	10	0	3	3	5	1	-8	-11
Cc1cc(S(=O)(=O)Nc2cccc(O)c2)c(C)s1	-11	0	10	-3	-1	2	3	1	-1
COc1ccc(NC(=O)c2cc(S(=O)(=O)Nc3ccc(OC)cc3)cs2)cc1	9	16	3	15	-17	-5	10	1	2
N#Cc1ccccc1NCC(=O)N1CCN(S(=O)(=O)c2ccccc2)CC1	1	3	8	12	-3	4	2	-7	-2
O=C(NCCN1CCOCC1)c1cc(-c2ccc(Cl)s2)nc2ccccc12	-20	6	7	-7	2	15	4	3	-2
CSc1ncccc1C(=O)OCC(=O)NC(N)=O	-2	0	3	-6	1	7	1	-2	1
O=S(=O)(/N=C(/Nc1ccc(Cl)c(S(=O)(=O)N2CCOCC2)c1)c1ccc(F)cc1)c1ccccc1	11	8	15	11	-19	-3	23	-1	1
CCOc1ccc(CCNC(=O)COc2cc(=O)n(C)c3ccccc23)cc1OCC	9	2	0	1	-3	1	1	-8	-3
COc1ccc(N2CCN(S(=O)(=O)CC34CCC(CC3=O)C4(C)C)CC2)cc1 (stereo unspecified)	2	5	2	3	-2	-2	4	-3	-1
O=C(O)c1ccccc1C(=O)c1ccc2c(c1)CCC2	-21	3	2	-3	-1	21	1	-2	-6
c1cnc(NCCSSCCNc2ncccn2)nc1	-12	6	5	-9	-8	10	1	-3	-1
O=C(CNc1ccc(Cl)c(C(F)(F)F)c1)N1CCN(S(=O)(=O)c2ccccc2)CC1	-7	8	4	-1	0	7	7	-1	4
O=C(COC(=O)CC1CC2CCC1C2)NCc1ccccc1 (stereo unspecified)	-10	1	1	9	5	2	-1	-6	-6
O=C(C1CC(=O)N(c2ccc3c(c2)OCCO3)C1)N1CCN(c2ccccc2O)CC1 (stereo unspecified)	1	15	8	-7	-12	5	14	0	-1
CC(NS(=O)(=O)c1cccc(C(=O)O)c1)C12CC3CC(CC(C3)C1)C2 (stereo unspecified)	-5	0	2	-28	5	1	0	0	0
C[C@@H]1CCCCO[C@H](CN(C)C(=O)C2CCCCC2)[C@@H](C)CN([C@H](C)CO)C(=O)c2cc(N(C)C)ccc2O1	-1	4	1	-3	-1	0	0	-4	1
Cc1ccc2[nH]c(O)c(N=NC(N)=S)c2c1	-12	6	0	-2	-4	4	1	-2	5
CC(=O)N/C(=N\c1nc(C)cc(C)n1)Nc1ccccc1Cl	12	4	2	-12	1	4	1	-6	-2
COc1ccc(N2CCN(Cc3nc4sc(C)c(C)c4c(=O)[nH]3)CC2)cc1	-6	3	1	-7	6	4	1	-3	-2
CC(C(=O)NCc1ccccc1)n1c(Cc2cc(F)cc(F)c2)nc2ccccc21 (stereo unspecified)	.	-1	0	0	-6	.	9	.	1
Cc1ccc(-n2ncc3c(NCc4ccccc4)ncnc32)cc1	-4	3	-2	-1	-3	1	0	-2	0
O=C(c1ccc(Cl)c(S(=O)(=O)N2CCCCC2)c1)N1CCCCC1	-1	-13	11	5	8	3	2	-1	3
CCCOc1ccc(S(=O)(=O)N2CCOCC2)cc1[N+](=O)[O-]	-12	7	-1	7	3	7	2	-7	-3
Cc1coc(C)c1C(=O)CC1(O)C(=O)N(Cc2ccccc2)c2ccccc21 (stereo unspecified)	4	-6	10	-2	2	0	0	-5	-3
Cc1cccc(N2CCN(C(=O)c3ccccc3OCc3c(C)noc3C)CC2)c1C	-9	7	5	-10	-2	9	8	-1	1
Cc1nnc(C)c2c(C)n(N)c(C)c12	-5	2	5	-21	-9	4	1	-3	-5
Cn1c(SCC(=O)Nc2cccc(C(=O)O)c2)nnc1-c1cc2cc(Br)ccc2o1	-6	-4	5	1	-9	5	1	-7	1
COc1ccc(CNC(=O)Cn2c(=O)n(CCC(=O)N3CCCCC3)c(=O)c3sccc32)cc1	-4	7	4	0	-6	0	1	-5	-3
CCN(CCNS(=O)(=O)c1ccc2c(c1)oc(=O)n2C)c1ccccc1	-4	1	6	-19	-12	-3	2	-3	0
O=c1[nH]c2cc([N+](=O)[O-])ccc2c2ccc([N+](=O)[O-])cc12	-19	-11	-1	-31	10	9	1	-2	2
Cc1noc(C)c1COC(=O)c1cccnc1Cl	1	-6	1	-3	11	5	4	-6	-1
CCOC(=O)c1cc2c(ccn2C)n1Cc1ccccc1C	18	17	-1	8	-9	-8	0	-2	-1
CC1CCN(c2nc(CN3CCCCC3)nc3scc(-c4ccccc4)c23)CC1	0	12	13	-4	-12	-9	2	-8	-4
CCOc1ccccc1N1CSC2=C(C#N)C(c3c(OC)ccc4ccccc34)CC(=O)N2C1 (stereo unspecified)	-14	1	4	2	-3	10	1	-1	1
COCc1nnc(NS(=O)(=O)c2ccc(C)cc2)s1	-14	-1	18	-1	3	13	1	-3	-1
COc1ccc(NC(=O)CC2SC(=NCc3ccccc3OC)NC2=O)cc1 (stereo unspecified)	-11	-2	1	-20	-6	-1	1	0	-3
